Compound activity deposited in PubChem BioAssay by National Center for Advancing Translational Sciences (NCATS).
TrxR1 substrate: rat thioredoxin reductase 1 substrate activity. O89049. purified TrxR1 substrate turnover, NADPH consumption readout. Potency, µM (series often up to 114 µM), without a hit: at the top dose activity change, negative = substrate turnover. hit rate 0.01% among 390,000. AID 588456; note: potency is the fitted concentration of half-maximal effect; % is set by controls: 0 for no effect and ±100 for the full control effect; nearly all actives have a fitted effect of over 50% in size
Target sequence (O89049 whole entry, looked up): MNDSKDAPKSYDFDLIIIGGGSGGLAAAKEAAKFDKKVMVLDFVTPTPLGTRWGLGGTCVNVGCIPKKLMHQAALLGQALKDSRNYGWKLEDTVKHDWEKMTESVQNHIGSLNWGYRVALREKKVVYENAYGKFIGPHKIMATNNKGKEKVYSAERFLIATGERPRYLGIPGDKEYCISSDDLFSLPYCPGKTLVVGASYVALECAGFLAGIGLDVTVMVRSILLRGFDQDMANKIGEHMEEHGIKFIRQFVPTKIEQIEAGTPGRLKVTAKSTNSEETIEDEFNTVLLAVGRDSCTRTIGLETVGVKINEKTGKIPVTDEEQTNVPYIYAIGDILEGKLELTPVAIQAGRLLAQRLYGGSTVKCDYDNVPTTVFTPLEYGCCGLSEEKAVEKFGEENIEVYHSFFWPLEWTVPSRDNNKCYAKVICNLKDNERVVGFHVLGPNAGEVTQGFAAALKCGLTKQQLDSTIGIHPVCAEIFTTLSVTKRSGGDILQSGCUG
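Rat TrxR1, dispensed at 90 nM, was prereduced with 400 uM NADPH (final) for 5 min at ~22 deg C, then incubated with compound 15 min before 400 uM selenite. A first-read NADPH fluorescence drop versus no-compound background flagged substrates.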
mIDH1 inhibitor: human IDH1 R132H inhibition. O75874. IDH1-R132H enzyme, NADPH consumption, diaphorase/resazurin fluorescence. Potency, µM (series often up to 76.6 µM), for inactives: at the top dose activity change, negative = inhibition, usual class: inhibitors. hit rate 0.093% among 390,000; note: potency is the fitted concentration of half-maximal effect; % is set by controls: 0 for no effect and ±100 for the full control effect; nearly all actives have a fitted effect of over 65% in size
Target sequence (O75874 whole entry R132H, stated change not applied): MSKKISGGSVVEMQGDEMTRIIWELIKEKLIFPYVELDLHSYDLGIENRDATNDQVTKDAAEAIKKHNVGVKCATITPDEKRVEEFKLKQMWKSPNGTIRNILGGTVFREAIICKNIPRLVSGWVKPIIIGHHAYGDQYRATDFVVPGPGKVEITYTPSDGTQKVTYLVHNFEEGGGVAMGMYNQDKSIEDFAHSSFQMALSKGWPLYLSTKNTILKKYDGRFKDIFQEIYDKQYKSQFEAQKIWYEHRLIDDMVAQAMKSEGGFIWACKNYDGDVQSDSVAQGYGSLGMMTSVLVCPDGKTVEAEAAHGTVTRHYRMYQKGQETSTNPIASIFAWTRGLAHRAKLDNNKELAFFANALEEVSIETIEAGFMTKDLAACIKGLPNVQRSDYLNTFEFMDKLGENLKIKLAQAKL
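IDH1-R132H (0.5 ug/mL) preincubated 30 min with compound, then NADPH (0.016 mM) and alpha-KG (2 mM) added; 80 min at RT, pH 7.5. Remaining NADPH coupled via diaphorase/resazurin to fluorescence (540/590 nm); concentration-response curves normalized to no-enzyme control.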
RXFP1 agonist: agonists of human relaxin receptor RXFP1; hit rate 0.3% among 370,000; AID 2676; HEK293T-RXFP1 cAMP TR-FRET, 30 min; response scale: percent of porcine relaxin response, buffer zero; Potency, µM (doses to about 57.5 µM), inactives show top-dose activation, hits mostly activators; Q9HBX9; note: potency is the fitted concentration of half-maximal effect; % is set by controls: 0 for no effect and ±100 for the full control effect; nearly all actives have a fitted effect of over 60% in size; many of its hits are not listed in these tables
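cAMP rise read by TR-FRET after 30 min, 37C compound exposure (up to 58 uM) in RXFP1-transfected HEK293 cells with Ro 20174 present. EC50 from Hill-equation fits, with 29 nM porcine relaxin as 100% and buffer as basal.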
Vif-APOBEC3F blk: Vif-A3F binding inhibition | HeLa A3F-eYFP + Vif (tagged APOBEC3F with the HIV-1 protein that degrades it), YFP fluorescence increase | Potency, µM (doses to about 46.1 µM), for inactives: at the top dose activity, negative = active | hit rate 0.2% among 390,000 | AID 602313; note: potency is the fitted concentration of half-maximal effect; % of control where 0% means no effect; nearly all actives have a fitted effect of over 65% in size
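HeLa cells stably expressing A3F-eYFP plus Vif, plated and incubated overnight at 37 deg C, then exposed to compounds overnight at 37 deg C. Blocked degradation read as raised yellow fluorescence (Ex 488/Em 500-530).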
Vif-A3G inh: blocks the Vif interaction with human APOBEC3G. Q9HC16. HeLa A3G-eYFP + Vif (tagged APOBEC3G with the HIV-1 protein that degrades it), YFP fluorescence, overnight. Potency, µM (top dose mostly 46.1 µM), for the others: top-dose activity, negative = active, usual class: inhibitors. hit rate 0.076% among 410,000. AID 602310;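 note: potency is the fitted concentration of half-maximal effect; % is set by controls: 0 for no effect and ±100 for the full control effect; nearly all actives have a fitted effect of over 60% in size; hits raise eYFP signal because A3G escapes Vif-driven loss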
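HeLa cells stably expressing Vif and C-terminally eYFP-tagged A3G, seeded overnight at 37 deg C, then exposed to compound by pintool overnight at 37 deg C. Rise in yellow fluorescence (Ex 488/Em 500-530, Acumen) marks blocked Vif-driven A3G degradation.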
PI4K2A block: PI4K2A (human) kinase inhibition | Q9BTU6 | purified PI4K2A, ADP-Glo luminescence, 1 h; stronger effect = lower value | activity change, negative = inhibition, % at 76.9 µM | hit rate 0.13% among 420,000 | AID 1346378; in the data active = activity change below about -50%; inconclusive = mostly about -30% to -49%;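 note: -100% = wells without enzyme as full effect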
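Compounds are screened against recombinant PI4K2A using PI as substrate and ATP, the latter dispensed at 300 microM. Reactions run one hour at ambient temperature before ADP-Glo detection; full inhibition defined by wells lacking enzyme.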
LDHA block: blocks human lactate dehydrogenase A; AID 1347041; purified LDHA, NADH/diaphorase-resazurin fluorescence; stronger effect = lower value; activity change, % (values are at about 110 or 230 µM); hit rate 0.15% among 480,000; P00338; in the data active = activity change below about -30%; inconclusive = mostly about -25% to -30%;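 note: plate controls were DMSO wells for no effect and wells without enzyme for full effect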
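Remaining NADH was detected by diaphorase (0.133 mg/mL) converting 37 µM resazurin to fluorescent resorufin, read at 0 and 20 minutes. The preceding 5-minute room-temperature reaction used 2 nM LDHA, 0.2 mM sodium pyruvate and 0.06 mM NADH at pH 7.4.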
GRP78 ERSR act: inducers of ER stress response in human glioma cells | U87-MG GRP78 promoter luciferase reporter, 16 h | Potency, µM, inactives show at the highest dose activation, hits mostly activators | hit rate 0.02% among 420,000; note: potency is the fitted concentration of half-maximal effect; series mostly up to about 76 µM; % of control where 0% means no effect; nearly all actives have a fitted effect of over 35% in size
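Stably transfected U87-MG human glioma cells carrying a GRP78-based luminescent sensor were seeded at 1000 cells/well, pin-dosed with compounds and incubated 16 h. Luciferase reagent was then added, and end-point luminescence was read after 10 min at room temperature.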
USP1-UAF1 inh: inhibitors of human USP1/UAF1 deubiquitinase | recombinant USP1/UAF1, Ub-Rhodamine cleavage fluorescence | Potency, µM (top dose mostly 57.1 µM), inactives show at the top dose activity change, negative = inhibition, hits mostly inhibitors | hit rate 0.23% among 390,000 | AID 743255; note: potency is the fitted concentration of half-maximal effect; % is set by controls: 0 for no effect and ±100 for the full control effect; nearly all actives have a fitted effect of over 60% in size; inactives centre near -12
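High-throughput fluorogenic screen: 1nM USP1/UAF1 complex, Ub-Rho substrate 150nM final, 50mM HEPES pH 7.8 with 0.5mM EDTA, 0.1 mg/ml BSA, 1mM TCEP and 0.01% Tween-20.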
Numbers without * were called inactive; u = inconclusive; x = not tested or not shown; & = joins results of further samples; [ ] = another dose, or the depositor's remark. Unless noted, calls come from the whole dose curve; as a rule, active = well fitted curve in the direction sought with a large enough effect; inconclusive = small, poorly fitted or top-dose-only effect, or another doubt; inactive = no such curve, though single readings can be large; an effect the other way counts as inactive or inconclusive.

SMILES | TrxR1 substrate | mIDH1 inhibitor | RXFP1 agonist | Vif-APOBEC3F blk | Vif-A3G inh | PI4K2A block | LDHA block | GRP78 ERSR act | USP1-UAF1 inh
CCOC(=O)CC(=O)CSc1nnc(Cn2c(=O)sc3ccccc32)n1C | -7% | -4% | 0.8% | -19% | -1% | 4 | 5 | -4% | -8%
COC(=O)c1cc(=O)n(Cc2cccs2)c(=NCc2cccs2)s1 | 9% | 8% | 1.8% | 0% | -1% | -5 | -5 | -1% | -13%
Cc1ccc(OCCCn2ccnc2)cc1C | 5% | 3% | -2.3% | -5% | 0% | 0 | -6 | 0% | -14%
OC[C@H]1O[C@@H](c2nc(-c3ccccc3Br)no2)[C@H](O)[C@@H](O)[C@H]1O | x | x | x | x | -3% | 13 | -3 | -2% | x
O=c1[nH]ncc(N/N=C\c2cccnc2)c1Cl | -5% | 3% | 4.2% | 8% | -3% | 2 | -1 | -1% | -25%
O=C1C(=O)N(c2cccc(Cl)c2)C(c2ccccc2[N+](=O)[O-])/C1=C(\O)c1ccccc1 (stereo not drawn) | -1% | 24% | -4.7% | -4% | -19% | 4 | 6 | 1% | -9%
CCCCC(=O)NN(C)c1nc(-c2ccccc2)nnc1C(F)(F)F | -8% | 11% | 0.5% | 5% | -3% | 2 | -3 | -3% | -4%
O=C(NCc1ccc(F)cc1)c1cc2cccc3c2n1CCS3 | 2%[57.1 µM] | -3% | 8.3% | -4% | -11% | 6 | -2 | -2% | -24%
COc1ccc(CNC(=O)CNC(=O)CNS(=O)(=O)c2ccc(C)c(C)c2)cc1 | 3%[57.1 µM] | -13% | 0.8% | 2% | -1% | 1 | -13 | 3% | -13%
Cc1cc(C)c(C(=O)C2OC(=O)C(C)(C)C(=O)C2(C)C)c(C)c1 (stereo not drawn) | 6%[57.1 µM] | 4% | 1.5% | -3% | 1% | 8 | -1 | -1% | -2%
COc1cccc(C(=O)N/N=C/c2ccc(Oc3ccc([N+](=O)[O-])cn3)c(OC)c2)c1 | -2% | 1% | 1.9% | -7% | u | -4 | 1 | -3% | -20%
COc1ccccc1NCC(=O)N/N=C/c1sccc1C | -16%[57.1 µM] | 12% | -0.1% | -9% | -1% | 3 | 9 | 2% | -22%
CSc1ccc(C(c2c(C)[nH][nH]c2=O)c2c(C)[nH][nH]c2=O)cc1 | -5% | -20% | -1.5% | 15% | 4% | -12 | -8 | -4% | -21%
c1ccc(-n2ncc3c(NCCN4CCOCC4)ncnc32)cc1 | -5% | -3% | -0.4% | -1% | -7% | -7 | 1 | -1% | 5%
Nc1nc(Nc2ccccc2F)nc(NCc2ccco2)c1[N+](=O)[O-] | -5% | 1% | -0.7% | -2% | -21% | 0 | -3 | 2% | -7%
COc1ccc(N2CCN(S(=O)(=O)c3ccc4c(c3)CCCN4C(C)=O)CC2)cc1 | 3%[57.1 µM] | 4% | 1.9% | -2% | 1% | -1 | 1 | -4% | -10%
CCCC(=O)Nc1sc(C)c(C)c1C(=O)Nc1cccc(C)c1 | -8% | 4% | 5.7% | -11% | -6% | -2 | -5 | -2% | -9%
COC(=O)c1cccc(NC(=O)CSc2nnc(COc3ccc(C#N)cc3)n2-c2ccccc2)c1 | -10% | 0% | 0.9% | 4% | 2% | 1 | -3 | 0% | -15%
Cc1ccccc1NS(=O)(=O)c1ccc(NS(=O)(=O)c2cccs2)cc1 | 0% | 6% | 1.0% | -10% | 0% | -4 | -8 | -4% | -19%
O=C(Nc1ccccc1)c1ccc(S(=O)(=O)N(CCO)CCO)cc1 | 6%[57.1 µM] | 3% | 0.0% | 1% | 2% | -5 | -5 | -5% | -1%
O=C(Nc1nc(-c2cc(Cl)sc2Cl)cs1)c1ccc(Br)s1 | 8%[57.1 µM] | 4% | 0.9% | -2% | 1% | 55 | -6 | -6% | -2%
O=c1oc2ccccc2n1CCCCCn1c(=O)oc2ccccc21 | -11% | 10% | 3.4% | 6% | -8% | -10 | -2 | 3% | -3%
CCc1ccc(S(=O)(=O)N2CCN(c3ccc(Cl)c(Cl)c3)CC2)cc1 | -3% | -3% | -0.7% | 1% | 2% | 1 | -4 | -2% | -17%
COc1ccc(C(=O)NNC(=O)CN2CCC(n3nnc4cc(C)ccc43)CC2)cc1 | 7% | 2% | 0.6% | -22% | -3% | -6 | 1 | -1% | -9%
CCNC(=O)c1ccc(CSc2nc3ccccc3s2)cc1 | 0% | -4% | 1.7% | 0% | 0% | -2 | -5 | u | -21%
CC1CCCCN1C(=O)COc1ccc2ccc(=O)oc2c1 (stereo not drawn) | 69% | 17% | -0.7% | 9% | 1% | -1 | -6 | u | -18%
Nc1ccc(Cc2nc3cc4ccccc4cc3[nH]2)cc1 | 0% | 5% | 0.7% | -8% | -4% | 2 | 2 | 8% | -19%
CC(C)Cn1c(-c2ccccc2)nc(=S)c2c1CCCC2 | -10% | 16% | 7.1% | -6% | 1% | 4 | 0 | -5% | -16%
CC1(C)CCC(=NNC(N)=S)CC1 | 1% | 4% | x | -24% | 1% | -5 | -5 | -2% | 4%
COC(=O)c1ccc(C(=S)N2CCCCC2)cc1 | -6% | -4% | 2.1% | -16% | -5% | -2 | -2 | -1% | -6%
COc1ccc(S(=O)(=O)N2CCOC2CNC(=O)C(=O)NCC(C)C)cc1 (stereo not drawn) | -2% | -2% | 3.3% | 6% | -2% | 6 | -7 | -5% | -15%
O=c1c([N+](=O)[O-])c(NCCN2CCCCCC2)c2ccccc2n1-c1ccccc1 | -2% | -9% | 3.4% | 2% | -1% | 1 | -1 | -3% | -11%
COc1ccc(CN2CCNC(=O)C2CC(=O)N(C)CC2CCOCC2)cc1OC (stereo not drawn) | 7% | 2% | 0.9% | 0% | -1% | -1 | 1 | 0% | -20%
CCCc1ccc(OCC(=O)Nc2sc(C(=O)OCC)c(C)c2C(=O)OCC)cc1 | -3% | -2% | 8.7% | 0% | 3% | 11 | -2 | -1% | -9%
O=C1Nc2ccccc2C1=Nc1ccc(F)cc1 | -7%[57.1 µM] | -2% | 3.2% | u | 0% | 5 | 10 | -4% | -12%
COc1ccc(CC(=O)NCCCCc2ccccc2)cc1OC | -2%[57.1 µM] | 2% | x | 0% | 0% | -1 | -1 | -3% | -13%
COc1ccccc1NS(=O)(=O)c1ccc(C)c(NS(=O)(=O)c2cc(C(=O)O)cc(C)c2C)c1 | -1% | 3% | 0.3% | -6% | 1% | 2 | -9 | -4% | -20%
O=C(Nc1ccccc1OC(F)F)c1ccccc1 | 6%[57.1 µM] | 7% | 0.8% | 1% | -2% | 5 | 2 | 1% | -1%
C=CCNc1nc(N)c(C(=O)c2ccc3c(c2)OCO3)s1 | -7%[57.1 µM] | -1% | 0.0% | 1% | -11% | -1 | -4 | -2% | -18%
Cc1ccc(-c2cccc(CN3CCN(C4CCN(C(C)C)CC4)C(CCO)C3)c2)o1 (stereo not drawn) | 10% | -1% | -2.5% | 6% | -1% | 4 | -10 | -5% | -5%
CC(C)(C)C(=O)COC(=O)c1cc(-c2ccncc2)nc2ccccc12 | -2%[57.1 µM] | -4% | 3.9% | -14% | 0% | 3 | 6 | -3% | -11%
O=C(NCCNC(=O)c1ccco1)c1ccc(Cl)c(Cl)c1 | -2% | 1% | -1.5% | 0% | 5% | 0 | -3 | -2% | -22%
CCC1CCCCN1CCCNC(=O)c1cc2c(Cl)nc3ccccc3c2s1 (stereo not drawn) | 3%&8% | 16%&11% | 7.1%&1.8% | u | 7%&5% | 1&-7 | 0&2 | -4%&-8% | -22%&-18%

Full records as entered above. Screens in order: TrxR1 substrate, mIDH1 inhibitor, RXFP1 agonist, Vif-APOBEC3F blk, Vif-A3G inh, PI4K2A block, LDHA block, GRP78 ERSR act, USP1-UAF1 inh
COc1ccc(CC(=O)NCCCCc2ccccc2)cc1OC is listed as -2%[57.1 µM], 2%, x, 0%, 0%, -1, -1, -3%, -13%
O=C(Nc1nc(-c2cc(Cl)sc2Cl)cs1)c1ccc(Br)s1 is listed as 8%[57.1 µM], 4%, 0.9%, -2%, 1%, 55, -6, -6%, -2%
CCC1CCCCN1CCCNC(=O)c1cc2c(Cl)nc3ccccc3c2s1 (stereo not drawn) is listed as 3%&8%, 16%&11%, 7.1%&1.8%, u, 7%&5%, 1&-7, 0&2, -4%&-8%, -22%&-18%
O=C1Nc2ccccc2C1=Nc1ccc(F)cc1 is listed as -7%[57.1 µM], -2%, 3.2%, u, 0%, 5, 10, -4%, -12%
Nc1ccc(Cc2nc3cc4ccccc4cc3[nH]2)cc1 is listed as 0%, 5%, 0.7%, -8%, -4%, 2, 2, 8%, -19%

Some of the compounds tested; the hit share may differ from the screen's.
